PKM2 activator – PKM2 (human) enzyme activation | P14618 | purified PKM2, Kinase-Glo ATP luminescence, activation; response scale: 0% is enzyme alone, no compound | Potency, µM (doses to about 57.5 µM), for the others: at the top dose activation, usual class: activators | hit rate 0.34% among 260,000; note: potency is the fitted concentration of half-maximal effect; % is set by controls: 0 for no effect and ±100 for the full control effect; nearly all actives have a fitted effect of over 55% in size
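Purified hPK-M2 (>95%) run at intermediate activity with 0.1 mM ADP and 0.5 mM PEP in 50 mM imidazole pH 7.2, KCl, MgCl2; 1 h room temperature. ATP formed read by Kinase-Glo luminescence; normalized to uninhibited and no-enzyme controls.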
PTAP TSG101 blk – blocks PTAP/TSG101 interaction to inhibit HIV-1 budding | Q99816 | Fluorescence polarization, FITC-PTAP peptide / Tsg101 binding | Potency, µM (highest dose often 115 µM), inactives show top-dose activity change, negative = inhibition, actives largely listed as inhibitors | 340,000 tested, under 10 active; active = well fitted inhibition curve with a large enough effect in the main read-out, with a control signal flat, not every such curve was filed as active; inconclusive = small, poorly fitted or top-dose-only effect, or effect the other way, or a change in a side signal; inactive = no such curve, though single readings can be large or run the other way; note: potency is the fitted concentration of half-maximal effect; % of control where 0% means no effect
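FP read-out: FITC-PTAP peptide, 50 nM final, binding Tsg101 binding domain, 10 uM final; 20 min, r.t.; 10 mM HEPES pH 7.5, 0.15 M NaCl, 0.01% Tween 20, 3 mM EDTA, 0.1 mM TCEP.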
B2AR arrestin – beta2AR (human) beta-arrestin recruitment activity | P07550 | beta-arrestin recruitment to beta2AR, cell-based reporter | Potency, µM (top dose mostly 46.1 µM), inactives show at the top dose activation, usual class: activators | hit rate 0.02% among 330,000 | AID 492947;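 note: potency is the fitted concentration of half-maximal effect; 0% = DMSO controls and full agonism = EC100 isoproterenol or metaproterenol; nearly all actives have a fitted effect of over 65% in size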
GALK inhibitor – blocks human galactokinase activity | hit rate 0.007% among 270,000 | Potency, µM (highest dose often 57.5 µM), inactives show top-dose activity change, negative = inhibition, most hits filed as inhibitors | P51570 | Purified GALK, Kinase-Glo residual ATP luminescence; note: potency is the fitted concentration of half-maximal effect; % is set by controls: 0 for no effect and ±100 for the full control effect
Target sequence (P51570 whole entry, looked up): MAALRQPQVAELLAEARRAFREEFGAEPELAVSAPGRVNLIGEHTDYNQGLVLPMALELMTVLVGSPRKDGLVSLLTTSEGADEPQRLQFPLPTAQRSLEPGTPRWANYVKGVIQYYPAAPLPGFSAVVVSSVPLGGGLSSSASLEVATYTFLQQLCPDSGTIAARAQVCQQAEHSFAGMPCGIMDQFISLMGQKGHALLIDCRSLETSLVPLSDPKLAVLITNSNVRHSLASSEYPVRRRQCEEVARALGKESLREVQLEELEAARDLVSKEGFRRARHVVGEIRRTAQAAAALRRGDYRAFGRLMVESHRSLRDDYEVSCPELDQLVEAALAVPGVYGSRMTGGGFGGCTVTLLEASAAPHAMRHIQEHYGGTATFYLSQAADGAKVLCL
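Luminescence from leftover ATP (Ultra-Glo luciferase/luciferin) served as read-out after a 1 h room-temperature reaction of 5 nM GALK with 35 uM ATP and 100 uM galactose.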
Giardia kill – Giardia lamblia killing | activity change, % at 7.66 µM, hits read low | hit rate 0.15% among 340,000 | Giardia lamblia trophozoite viability | AID 540267; in the data active = activity change below about -80%; inconclusive = between about -30% and that limit;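 note: parasites exposed to compound for two days anaerobically before the ATP read; % is set by controls: 0 for no effect and ±100 for the full control effect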
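Giardia lamblia trophozoites (100 cells/well) were incubated with compounds for 48 h at 37 deg C under anaerobic conditions. Viability was read as ATP content by one-step luminescence after 15-30 min at room temperature.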
Chronic BCR inh – blocks chronic active B-cell receptor signaling; Potency, µM (top dose mostly 46.1 µM), for inactives: at the top dose ratio change, negative = lower green/red ratio, hits mostly inhibitors; hit rate 0.05% among 340,000; ABC-DLBCL IkBa-CBG/CBR reporter, luminescence ratio, 4 h; active = well fitted inhibition curve with a large enough effect in the signal ratio, with a control signal flat, not every such curve was filed as active; inconclusive = small, poorly fitted or top-dose-only effect, or effect the other way, or a change in a side signal; the % refers to the signal ratio;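 note: potency is the fitted concentration of half-maximal effect; plate controls were basal doxycycline-induced cells for no effect and cells given 10 µM MG132 for full effect; MG132 reads +100%, hits lower the ratio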
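Compounds up to 46 uM were incubated four hours with TMD8 cells whose green CBG68 luciferase is fused to IkappaBalpha; red CBR luminescence normalised the signal, and concentration-effect curves were fitted to fusion, red and ratio data.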
S-ASM inh – blocks human secretory acid sphingomyelinase. Potency, µM (doses to about 57.5 µM), for inactives: at the top dose activity change, negative = inhibition, hits mostly inhibitors. P17405. placental ASM, HMU-PC fluorogenic substrate, 60 min. AID 504937. hit rate 0.006% among 340,000; note: potency is the fitted concentration of half-maximal effect
Target sequence (P17405 47-631 limits assumed): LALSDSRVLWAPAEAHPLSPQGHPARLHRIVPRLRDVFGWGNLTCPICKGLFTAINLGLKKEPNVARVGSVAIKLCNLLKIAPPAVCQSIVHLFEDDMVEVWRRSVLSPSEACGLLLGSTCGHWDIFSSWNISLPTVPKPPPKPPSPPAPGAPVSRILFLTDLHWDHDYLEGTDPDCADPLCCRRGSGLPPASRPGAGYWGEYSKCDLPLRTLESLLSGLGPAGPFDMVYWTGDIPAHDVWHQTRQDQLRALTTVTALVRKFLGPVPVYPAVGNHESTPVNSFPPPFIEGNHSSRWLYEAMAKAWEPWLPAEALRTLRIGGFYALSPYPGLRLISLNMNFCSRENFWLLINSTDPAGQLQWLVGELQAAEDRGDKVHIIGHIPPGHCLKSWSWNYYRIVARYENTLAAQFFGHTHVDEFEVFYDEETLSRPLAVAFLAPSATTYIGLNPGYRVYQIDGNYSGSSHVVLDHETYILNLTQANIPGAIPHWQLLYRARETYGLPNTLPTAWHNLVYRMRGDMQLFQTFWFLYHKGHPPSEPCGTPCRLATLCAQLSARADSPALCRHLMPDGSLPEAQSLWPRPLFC
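qHTS format. ASM enzyme prepared from human placenta hydrolyses the fluorogenic substrate HMU-PC0 (9 uM final) over 60 min at 37 °C after a 10 min compound preincubation.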
a7 integrin act – activators of alpha7 integrin expression for muscular dystrophy; alpha7betagal myoblasts, beta-gal FDG fluorescence, 48 h; Potency, µM (highest dose often 38.3 µM), without a hit: top-dose activation, hits mostly activators; hit rate 0.064% among 350,000; AID 624291;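 note: potency is the fitted concentration of half-maximal effect; 100% = response of the positive control SU9516; nearly all actives have a fitted effect of over 60% in size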
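Alpha7betagal+/- myoblasts (passage 13) were plated 16-24 hr, then exposed to compounds (1:260 dilution of DMSO stock) for 48 hours at 37C. After MPER lysis, β-galactosidase reporter activity was read as FDG fluorescence (ex 480/em 540) after 30 minutes.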
FBPA coupling cs – counter-screen for Giardia aldolase inhibitors: coupling enzyme system | coupling enzyme system counterscreen, AmpLite Red fluorescence | activity change, negative = inhibition, % at 58.2 µM, hits read low | hit rate 0.67% among 290,000 | AID 2472; in the data active = activity change below about -30%; note: % is set by controls: 0 for no effect and ±100 for the full control effect
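Fluorescence at 525 nm excitation and 598 nm emission measured inhibition of the coupled detection system without aldolase. Compounds (at 57.5 uM final) were preincubated 10 min at room temperature with coupling enzyme reagent before a 20 min substrate/AmpLite Red step.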
Menin-MLL TR inh – menin-MLL binding inhibition, Texas Red mutant peptide | Menin + Texas Red MLL mutant peptide, fluorescence polarization | Potency, µM (series often up to 61.6 µM), without a hit: at the top dose FP activity change, negative = inhibition, most hits filed as inhibitors | hit rate 0.23% among 270,000; active = well fitted inhibition curve with a large enough effect in the polarisation, with a control signal flat, not every such curve was filed as active; inconclusive = small, poorly fitted or top-dose-only effect, or effect the other way, or a change in a side signal; inactive = no such curve, though single readings can be large or run the other way; the % refers to the polarisation; note: potency is the fitted concentration of half-maximal effect; % of control where 0% means no effect; many of its hits are not listed in these tables
Tb PFK block – inhibitors of T. brucei phosphofructokinase; O15648; T. brucei PFK, ADP-Glo luminescence; Potency, µM (doses to about 57.5 µM), for inactives: top-dose activity, negative = inhibition, usual class: inhibitors; hit rate 0.17% among 330,000;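 note: potency is the fitted concentration of half-maximal effect; 0% = uninhibited 1x PFK enzyme wells and -100% = no-enzyme wells; nearly all actives have a fitted effect of over 60% in size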
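Compounds were pin-transferred as a titration series up to 57 uM into substrate buffer (0.5 mM F6P, 0.1 mM ATP, pH 8.0), then 1.25 nM PFK was added and reactions ran 45 min before ADP-Glo detection.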
* hit, by the source's call; ? = inconclusive; / = no result given; [ ] = another dose, or the depositor's remark. Unless noted, calls come from the whole dose curve; as a rule, active = well fitted curve in the direction sought with a large enough effect; inconclusive = small, poorly fitted or top-dose-only effect, or another doubt; inactive = no such curve, though single readings can be large; an effect the other way counts as inactive or inconclusive.

SMILES	PKM2 activator	PTAP TSG101 blk	B2AR arrestin	GALK inhibitor	Giardia kill	Chronic BCR inh	S-ASM inh	a7 integrin act	FBPA coupling cs	Menin-MLL TR inh	Tb PFK block
CCOC(=O)CN1C(=O)C(Sc2n[nH]c(-c3ccc(C)cc3)n2)CCc2ccccc21 (stereo unspecified)	2%	-1%	-0.7%	/	1	?	-19%	0%	1	18%	0%
O=C(NCc1nnc(SCC(=O)N2CCCC2)o1)c1ccccc1	-4%	-4%	-0.4%	-4%	21	1%	5%	0%	0	0%	0%
CCOC(=O)CS(=O)(=O)c1ccc2ccccc2c1	1%	-5%	-0.1%	0%	1	16%	-2%	25%	2	4%	2%
Cc1ccc(CNC(=O)C(=O)NCC2OCCN2C(=O)c2cccs2)cc1 (stereo unspecified)	-9%	0%	-0.7%	1%	1	-4%	-2%	13%	6	4%	-9%
O=C(NC(=S)Nc1ccccc1[N+](=O)[O-])c1ccccc1Cl	-4%	-3%	5.1%	2%	?	?	1%	-22%	-3	/	-10%
CCOC(=O)c1c(NC(=O)CN2CCN(C(=O)c3ccco3)CC2)sc(C(N)=O)c1C	4%	-2%	-0.2%	-1%	-16	1%	2%	19%	-3	-19%	-2%
O=C(c1ccc(Cl)c([N+](=O)[O-])c1)N1CCN(Cc2ccc3c(c2)OCO3)CC1	1%	-2%	-0.2%	-3%	23	0%	-3%	41%	2	-12%	-1%
c1ccc(CCc2nn3c(Cn4cnc5ccccc54)nnc3s2)cc1	?	-3%	0.0%	1%	-7	2%	-1%	-16%	2	-10%	-7%
c1cnc(Oc2ccc3oc4ccccc4c3c2)nc1	-18%	-4%	-0.2%	0%	-25	-3%	-1%	38%	2	-16%	-1%
C=CCC[C@@H](Cc1ccc(F)cc1)C(=O)OC[C@H](C)NC(=O)[C@@H](CC=C)CC(=O)N(CCO)Cc1ccccc1	/	-1%	-1.0%	/	-22	?	-2%	-15%	/	/	-4%
Cc1cc(C(=O)CN2C(=O)NC3(CCCCCC3)C2=O)c(C)n1C	/	-3%	-0.2%	/	4	3%	3%	3%	/	/	-1%
CC(C)CN(/C=N/c1sc2c(c1C#N)CCCCC2)CC(C)C	2%	-1%	0.4%	0%	-6	?	8%	-7%	2	2%	-1%
CSc1nn(CCc2ccncc2)c(=S)s1	15%	0%	0.4%	0%	-9	-6%	2%	-50%[inhibitor]	-6	?	0%
CCCCC/C=C/C1=CC(=O)C[C@H](c2ccc(Cl)cc2)C1	/	-1%	0.1%	/	20	7%	-10%	27%	/	/	-14%
Cc1ccccc1CN1C(=O)c2ccccc2Sc2ccc(C(=O)NCCN3CCOCC3)cc21	/	-6%	2.7%	-10%	6	6%	-1%	30%	-1	2%	0%
COc1cc(OC)cc(-c2n[nH]c(=S)n2-c2ccc3c(c2)OCO3)c1	-4%	0%	8.7%	-2%	0	-8%	-3%	5%	2	1%	-1%
O=C(Nc1cccc(-n2cnnn2)c1)c1ccccc1Br	-6%	1%	-0.1%	13%	-10	?	-1%	-10%	-1	16%	-4%
O=C(C1CCN(S(=O)(=O)c2ccc3ccccc3c2)CC1)N1CCN(c2ncccn2)CC1	-21%	-5%	0.4%	-1%	-3	-1%	-3%	-29%	0	-3%	-4%
CCCCNC(=O)c1cc2c(=O)n3cccc(C)c3nc2n1C	0%	/	0.4%	1%	/	?	/	/	1	3%	-3%
CC1(C)C(=O)C2(CCCCC2)C(=O)OC1c1cccn1-c1ccc([N+](=O)[O-])cc1 (stereo unspecified)	0%	0%	-0.4%	-1%	-2	1%	3%	-20%	0	-14%	3%
Cc1csc2nc(CNS(=O)(=O)c3ccc(-c4ccccc4)cc3)cn12	11%	-5%	-1.0%	1%	-7	-17%	7%	6%	3	1%	10%
COc1cccc(C(=O)NCc2ccc3c(c2)OCO3)c1	2%	-2%	-0.7%	0%	2	-19%	-1%	14%	2	11%	-4%
CCCN(CC(=O)Nc1cc(Cl)ccc1Cl)C(=O)c1ccc(N2CCCC2=O)cc1	/	-5%	-0.2%	/	17	-1%	-3%	-5%	/	/	1%
O=C(/C=C/Nc1ccccc1)c1ccc(Oc2ncccn2)cc1	-7%	-1%	0.1%	-1%	-11	-1%	47%[activator]	5%	0	2%	-2%

Part of the list above, bar-delimited.
molecule | PKM2 activator | PTAP TSG101 blk | B2AR arrestin | GALK inhibitor | Giardia kill | Chronic BCR inh | S-ASM inh | a7 integrin act | FBPA coupling cs | Menin-MLL TR inh | Tb PFK block
COc1cc(OC)cc(-c2n[nH]c(=S)n2-c2ccc3c(c2)OCO3)c1 | -4% | 0% | 8.7% | -2% | 0 | -8% | -3% | 5% | 2 | 1% | -1%
O=C(Nc1cccc(-n2cnnn2)c1)c1ccccc1Br | -6% | 1% | -0.1% | 13% | -10 | ? | -1% | -10% | -1 | 16% | -4%
O=C(C1CCN(S(=O)(=O)c2ccc3ccccc3c2)CC1)N1CCN(c2ncccn2)CC1 | -21% | -5% | 0.4% | -1% | -3 | -1% | -3% | -29% | 0 | -3% | -4%
CCCCNC(=O)c1cc2c(=O)n3cccc(C)c3nc2n1C | 0% | / | 0.4% | 1% | / | ? | / | / | 1 | 3% | -3%
CC1(C)C(=O)C2(CCCCC2)C(=O)OC1c1cccn1-c1ccc([N+](=O)[O-])cc1 (stereo unspecified) | 0% | 0% | -0.4% | -1% | -2 | 1% | 3% | -20% | 0 | -14% | 3%
Cc1csc2nc(CNS(=O)(=O)c3ccc(-c4ccccc4)cc3)cn12 | 11% | -5% | -1.0% | 1% | -7 | -17% | 7% | 6% | 3 | 1% | 10%

Following part
SMILES	PKM2 activator	PTAP TSG101 blk	B2AR arrestin	GALK inhibitor	Giardia kill	Chronic BCR inh	S-ASM inh	a7 integrin act	FBPA coupling cs	Menin-MLL TR inh	Tb PFK block
O=C(O)/C=C/c1ccc(-c2cccc(C(F)(F)F)c2)o1	4%	-2%	-0.2%	0%	5	?	2%	?	13	3%	9%
CC(=O)NNc1[nH]c2c(c(=O)c1[N+](=O)[O-])c(=O)n(C)c(=O)n2C	-5%	-6%	-0.2%	10%	2	9%	-4%	3%	0	10%	0%
O=C(CNCc1ccccc1)Nc1ccc(Oc2ccccc2)cc1	-2%	-2%	0.2%	1%	-3	?	2%	-21%	0	3%	-5%
COCCC(=O)N1CCCC(N2CCN(c3ccc(F)cc3)CC2)C1 (stereo unspecified)	0%	-5%	7.2%	-7%	-6	1%	7%	-13%	2	11%	0%
Cc1nn(-c2ccccc2)nc1C(=O)Nc1ccc2[nH]ncc2c1	2%	-5%	0.4%	-4%	21	-11%	-1%	-8%	0	?	5%
CCCc1cc(C(=O)NCc2ccco2)no1	2%	0%	0.2%	-3%	-14	-5%	-2%	-2%	0	8%[11.7 µM]	4%
O=C(Nc1ccc2c(c1)C(=O)OC2)Nc1cccc2ccccc12	-1%	2%	-0.1%	4%	-8	-5%	2%	33%	-1	?	-6%
CCS(=O)CCSc1nc2ccccc2s1 (stereo unspecified)	-7%	-4%	-1.2%	3%	-17	-6%	3%	9%	1	?	-7%
CNC(=O)c1sccc1S(=O)(=O)Cc1c(Cl)cccc1Cl	2%	-4%	0.2%	4%	-11	1%	0%	-16%	1	-3%	-4%
FC(F)(F)c1cc(NCc2cccs2)n2ncnc2n1	5%	-5%	-0.1%	0%	-4	?	-1%	3%	2	-10%	1%
CCC(C)C(=O)Nc1nnc(SCC(=O)Nc2ccccc2F)s1 (stereo unspecified)	0%	-4%	0.0%	0%	-7	?	1%	?	0	6%	2%
O=C(CCn1c(=O)oc2ccccc21)NCc1cccs1	6%	-4%	-0.6%	0%	-18	2%	1%	2%	1	8%	0%
COC(=O)[C@@H](NC(=O)Nc1ccc2c(c1)OCCO2)C(C)C	-4%	-4%	0.4%	5%	7	?	1%	8%	0	2%	-2%
O=c1[nH]c(N2CCN(Cc3ccccc3)CC2)nc2c1CCC2	0%	-2%	0.5%	3%	0	14%	7%	1%	2	-21%	-3%
CC(=O)Nc1ccc(C(=O)OCC(=O)c2ccc(S(=O)(=O)N3CCCCC3)cc2)cc1	/	0%	0.2%	/	7	18%	3%	1%	/	/	-6%

Source: PubChem BioAssay (National Center for Advancing Translational Sciences (NCATS))

Not all compounds are listed; count on the stated rates, not on these rows.
